# Bioassay records: PubChem BioAssay, several laboratories
# KCC2 mod: KCC2 (human) Cl- transport modulation; AID 1456; actives 2.2% (n = 190,000); KCC2 cells, thallium flux FluoZin-2 fluorescence; B-score of Tl+ flux slope (higher = more flux/activation; lower = inhibition) at 10 µM;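 active means thallium flux slope and its plate-corrected score both differing from the plate sample mean at a set confidence after two filtering rounds, in either direction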;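 further: slope of fluorescence scaled to starting intensity during 10 to 20 s after thallium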
# Target sequence (Q9H2X9 whole entry, looked up): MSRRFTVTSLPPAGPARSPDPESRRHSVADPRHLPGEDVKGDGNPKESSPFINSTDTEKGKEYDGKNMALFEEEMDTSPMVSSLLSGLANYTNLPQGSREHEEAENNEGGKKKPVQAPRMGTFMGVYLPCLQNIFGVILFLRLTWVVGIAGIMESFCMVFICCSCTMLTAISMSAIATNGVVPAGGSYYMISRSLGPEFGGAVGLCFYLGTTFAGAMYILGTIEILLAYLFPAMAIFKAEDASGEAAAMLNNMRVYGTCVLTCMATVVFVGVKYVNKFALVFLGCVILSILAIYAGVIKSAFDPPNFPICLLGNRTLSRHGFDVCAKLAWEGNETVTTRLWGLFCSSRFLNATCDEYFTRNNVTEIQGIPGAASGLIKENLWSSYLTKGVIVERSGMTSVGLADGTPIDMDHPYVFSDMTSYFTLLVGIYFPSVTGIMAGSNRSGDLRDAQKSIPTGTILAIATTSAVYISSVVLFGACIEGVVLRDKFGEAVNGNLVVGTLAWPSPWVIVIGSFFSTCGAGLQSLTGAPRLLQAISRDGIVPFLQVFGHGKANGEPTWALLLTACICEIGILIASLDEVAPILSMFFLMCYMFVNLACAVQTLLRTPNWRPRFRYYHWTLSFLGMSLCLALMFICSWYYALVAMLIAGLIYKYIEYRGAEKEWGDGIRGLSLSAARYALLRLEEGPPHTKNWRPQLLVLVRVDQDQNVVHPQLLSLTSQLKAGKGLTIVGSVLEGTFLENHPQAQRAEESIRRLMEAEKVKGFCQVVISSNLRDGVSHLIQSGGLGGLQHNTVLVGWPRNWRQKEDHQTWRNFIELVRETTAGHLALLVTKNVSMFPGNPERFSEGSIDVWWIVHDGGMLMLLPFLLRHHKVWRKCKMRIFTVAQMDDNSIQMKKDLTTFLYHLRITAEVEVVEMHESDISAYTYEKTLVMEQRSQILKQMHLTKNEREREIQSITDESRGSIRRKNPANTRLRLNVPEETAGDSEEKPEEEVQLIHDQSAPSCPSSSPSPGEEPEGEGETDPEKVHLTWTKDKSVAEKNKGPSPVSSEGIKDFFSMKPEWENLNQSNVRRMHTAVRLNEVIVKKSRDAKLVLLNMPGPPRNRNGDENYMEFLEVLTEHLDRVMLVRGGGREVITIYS
# Thrombin inh: blocks human thrombin protease activity | P00734 | alpha-thrombin, Boc-VPR-AMC fluorogenic substrate cleavage | inhibition, % at 5 µM | actives 0.26% (n = 220,000) | AID 1046;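 active means inhibition at or above 40%; inactive means inhibition below 40%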;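 further: 0% = enzyme with no compound and 100% = wells without enzyme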
#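 signal = AMC fluorescence, 355/460 nm | material = human alpha-thrombin enzyme | control set = enzyme without compound as high, wells lacking enzyme as low | times = reaction at room temperature | read-out basis = percent inhibition scaled between no-compound controls and no-enzyme blanks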
# EBV gp42 inh: EBV gp42 inhibition. Q1HVG2. Fluorescence polarization binding assay, mP read-out. inhibition, % (tested at 21.74 µM). actives 0.42% (n = 220,000). AID 1085; in the data active means inhibition above about 50%
# TRPML3 ag: agonists of human TRPML3 channel; HEK293 TRPML3-YFP, Fluo-8 calcium fluorescence; 100% = the carbachol control signal; Q8TDD5; actives 0.29% (n = 220,000); activation, % at 3 µM;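 active means activation above its plate's cutoff, the mean activation of the plate's test wells plus 3 SD, cut at about 12% in these data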;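 further: 0% = DMSO only wells and 100% = carbachol wells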
#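 Test system: HEK293 cells stably carrying human TRPML3-YFP; Doses: single dose, 3 µM final nominal compound, 0.3% DMSO final; Schedule: dye loading 1 h 37 °C then 30 min ambient, 125 s read; Technique: Fluo-8 calcium fluorescence; Benchmarks: high control carbachol 87 µM, low control DMSO.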
# zfTRPN1 agonist: zebrafish TRPN1 (NompC) channel agonism; activation, % at 3 µM; HEK293 zebrafish TRPN1-YFP, Fluo-8 calcium fluorescence; 100% = response to 87 µM carbachol; AID 1424; actives 0.18% (n = 220,000);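 active means activation above its plate's cutoff, the mean activation of test wells on that plate plus 3 SD, cut at about 19% in these data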;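 further: 0% = DMSO alone and 100% = 87 µM carbachol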
#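 Material: zebrafish TRPN1-YFP in HEK293 cells; Doses: single test compound dose, 3 µM nominal, 0.3% DMSO; Timing: dye loading 1 h at 37 °C, then 30 min room temperature; Technique: intracellular calcium fluorescence with Fluo-8; Benchmarks: high carbachol 87 µM, low DMSO alone.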
# m-calpain inh: calpain II (pig) inhibition. purified calpain II, fluorogenic peptide substrate, 30 min. inhibition, % at 16 µM. actives 0.37% (n = 220,000);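 active means inhibition above about 50%, limit read from the data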
# PPC-1+TRAIL kill: compounds killing PPC-1 cancer cells with TRAIL present (potentiator screen, no TRAIL-free arm) | PPC-1 cells + TRAIL, ATPLite viability luminescence | cell killing (% activity), % at 4 µM | actives 0.41% (n = 220,000);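 active means cell killing above 50% in the first pass at 4 µM, then a duplicate retest at 5 µM averaging 50% or more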;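 further: plate controls were cells with TRAIL plus DMSO for no effect and medium-only wells lacking cells for full effect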
# Furin inh: blocks human furin protease activity; inhibition, % at 30 µM; AID 463115; purified furin, fluorogenic substrate cleavage; P09958; actives 0.061% (n = 220,000); in the data active means inhibition above about 25%; further: inactives centre near -15
# TbHK1 inh: T. brucei hexokinase 1 inhibition; actives 0.11% (n = 220,000); inhibition, % at 10 µM; recombinant TbHK1, G6PDH-coupled NADH A340;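 active means inhibition of 50% or more in the single-dose primary screen; inactive means inhibition below 50%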
# Active calls of the source: *; i = inactive; · = not tested or not shown; [ ] = another dose, or the depositor's remark.
1	COc1ccc(CNS(=O)(=O)NCc2ccc(OC)c(OC)c2)cc1
2	CCc1ccc(C(=O)OCC(=O)c2c(N)n(CC(C)C)c(=O)n(C)c2=O)cc1
3	Cc1ccc(Cl)cc1NC(=O)CSc1nnc(C)n1-c1ccccc1
4	O=C(COc1ccc([N+](=O)[O-])cc1)Nn1cnnc1
5	Cc1ccc(CNC(=O)CCc2ccc(S(=O)(=O)NC3CCCCC3)cc2)cc1
6	Cc1ccc(/C=C/C(O)=C2/C(=O)N(C)C3(C)CC2c2ccccc2O3)cc1 (stereo not drawn)
7	COc1ccc(C2(O)CCN(CCCCOc3ccccc3)CC2)cc1
8	COc1cccc(NC(=O)c2ccc(NCCCN3CC(C)CC(C)C3)c([N+](=O)[O-])c2)c1 (stereo not drawn)
9	Cc1ccc2nc(Nc3nc(C)cc(C(F)(F)F)n3)nc(C)c2c1
10	O=C1c2ccccc2NC(c2ccccn2)N1c1ccc(Cl)cc1 (stereo not drawn)
Compound | 1 | 2 | 3 | 4 | 5 | 6 | 7 | 8 | 9 | 10
KCC2 mod | 0.205 | · | · | 0.188 | -0.144 | -1.06 | -0.541 | 0.139 | · | -0.151
Thrombin inh | -4.2 | -12.2 | -1.0 | -8.1 | -8.3 | 11.7 | 2.4 | 8.4 | -3.2 | -4.4
EBV gp42 inh | -21.9 | 7.5 | -16.7 | -19.3 | -17.6 | 7.8 | -5.5 | -2.1 | 0.3 | -7.6
TRPML3 ag | 2.6 | 3.9 | -1.0 | 0.8 | 0.2 | -0.8 | -1.1 | 0.4 | -0.2 | -0.8
zfTRPN1 agonist | 2.6 | 5.7 | -1.5 | 1.7 | 2.5 | 0.1 | -1.5 | -0.1 | -0.5 | 0.4
m-calpain inh | -19.5 | 81.8* | 0.7 | -1.8 | 27.8 | 29.4 | 18.9 | 47.3 | 19.2 | -447.4
PPC-1+TRAIL kill | 25.7 | 27.5 | 15.6 | -5.2 | 24.6 | -6.3 | 18.4 | -1.3 | 12.0 | 6.5
Furin inh | -28.1 | -5.5 | 3.1[20 µM] | -21.5 | -9.7[20 µM] | -8.0[20 µM] | -6.7 | 0.1 | -4.3 | -23.4
TbHK1 inh | -5.1 | -5.6 | 1.4 | -11.8 | -6.0 | -22.6 | -3.2 | 11.8 | -16.2 | -2.7

# The last 4 entries of the part before are carried over, then new ones follow:
7	COc1ccc(C2(O)CCN(CCCCOc3ccccc3)CC2)cc1
8	COc1cccc(NC(=O)c2ccc(NCCCN3CC(C)CC(C)C3)c([N+](=O)[O-])c2)c1 (stereo not drawn)
9	Cc1ccc2nc(Nc3nc(C)cc(C(F)(F)F)n3)nc(C)c2c1
10	O=C1c2ccccc2NC(c2ccccn2)N1c1ccc(Cl)cc1 (stereo not drawn)
11	Cc1ccc(F)c([C@H]2[C@H]3C=CC[C@@H](C)[C@@H]3C(=O)N2Cc2ccccc2)c1
12	COc1ccc2[nH]c(=O)c(CN(CCc3cccc(C)c3)C(C)=O)cc2c1
13	Nc1nnc(CC(=O)N/N=C/c2ccc(-c3cccc(C(=O)O)c3)o2)s1
14	COc1ccc(NC(=O)Nc2ccc(Cc3ccncc3)cc2)c(OC)c1
15	O=C(NCc1cccs1)c1cc(C2CC2)on1
16	COc1ccc(OCCC(=O)OCC(=O)NC(=O)NC(C)(C)C)cc1
17	CC(C)CC(NC(N)=O)C(=O)OCC(=O)Nc1ccc(SC(F)F)cc1 (stereo not drawn)
18	O=C1c2ccccc2C(Nc2ccc(S(=O)(=O)N3CCOCC3)cc2)N1c1cccnc1 (stereo not drawn)
19	CCCCNC(=S)Nc1ccc(Oc2ccccc2)cc1
20	CCN1CCN(S(=O)(=O)c2cccc(S(=O)(=O)N3CCOCC3)c2)CC1
Compound | 7 | 8 | 9 | 10 | 11 | 12 | 13 | 14 | 15 | 16 | 17 | 18 | 19 | 20
KCC2 mod | -0.541 | 0.139 | · | -0.151 | -0.331 | 0.246 | 0.147 | -1.75 | 1.04 | -0.0589 | -1.09 | 1.12 | 0.778 | -0.00411
Thrombin inh | 2.4 | 8.4 | -3.2 | -4.4 | 1.6 | 4.9 | 3.0 | 0.0 | 2.1 | 4.1 | -276.2 | -8.4 | -6.6 | -7.4
EBV gp42 inh | -5.5 | -2.1 | 0.3 | -7.6 | -18.2 | -17.5 | -10.7 | 1.8 | -10.3 | -13.4 | -14.5 | -9.9 | 18.4 | -11.0
TRPML3 ag | -1.1 | 0.4 | -0.2 | -0.8 | · | 0.9 | -0.1 | 0.1 | 0.5 | 1.0 | 4.1 | 0.5 | 1.1 | 0.1
zfTRPN1 agonist | -1.5 | -0.1 | -0.5 | 0.4 | · | -1.1 | 2.0 | 0.8 | -0.3 | 0.9 | 9.2 | 1.2 | 3.4 | 0.4
m-calpain inh | 18.9 | 47.3 | 19.2 | -447.4 | 37.6 | -119.9 | -29.3 | -4.2 | -30.0 | -25.6 | -23.5 | 14.4 | 44.7 | -21.7
PPC-1+TRAIL kill | 18.4 | -1.3 | 12.0 | 6.5 | 11.2 | -17.3 | 4.2 | 9.0 | 22.5 | 27.8 | 4.3 | -8.6 | 2.3 | 8.3
Furin inh | -6.7 | 0.1 | -4.3 | -23.4 | -16.8 | -15.3[20 µM] | -5.9 | -24.6 | -21.1 | -16.1[20 µM] | -27.3 | -26.1 | -17.9 | -22.3
TbHK1 inh | -3.2 | 11.8 | -16.2 | -2.7 | -0.9 | -23.8 | -69.9 | -3.9 | 2.1 | -2.5 | -1.9 | -5.3 | 1.4 | -0.7

21	Nc1c(C(=O)Nc2ccccc2)sc2nc(-c3ccco3)ccc12
22	CC(C)CCNC(=O)/C=C/c1ccc(Br)cc1
23	CC(C)OC(=S)N/C(=N\S(=O)(=O)c1ccccc1)c1ccccc1
24	CCOc1ccc(C)cc1S(=O)(=O)NC1CCCCC1
25	Cc1c(OCc2ccc([N+](=O)[O-])cc2)ccc2c3c(c(=O)oc12)CCC3
26	COC(=O)c1ccc(COC(=O)Cc2n[nH]c(=O)c3ccccc23)cc1
27	NC(=S)N/N=C/C=C/c1ccccc1
28	O=C(Nc1ccccc1C(=O)N1CCCC1)c1ccccc1
29	CCOC(=O)C(=Cc1ccc(-c2ccsc2C(=O)OC)o1)C(=O)OCC
30	CCn1nc(NC(=O)c2cccnc2)c2cc3cccc(C)c3nc21
Compound | 21 | 22 | 23 | 24 | 25 | 26 | 27 | 28 | 29 | 30
KCC2 mod | · | -1.09 | · | 0.00177 | 0.869 | 0.573 | 0.683 | -0.139 | 0.294 | ·
Thrombin inh | -0.3 | -3.3 | -6.7 | 2.9 | -8.6 | 2.1 | -12.2 | -5.1 | 1.4 | -3.2
EBV gp42 inh | -7.2 | 2.8 | 2.1 | -7.1 | -3.8 | 0.3 | -6.6 | -7.4 | -28.9 | -13.5
TRPML3 ag | -0.2 | 0.2 | 0.4 | 4.6 | 0.7 | 1.9 | 0.0 | 0.2 | -0.1 | 0.3
zfTRPN1 agonist | 0.4 | 0.7 | 0.2 | -1.2 | -0.7 | 1.9 | -0.3 | -1.5 | -0.2 | -0.2
m-calpain inh | -246.2 | 21.6 | -3.1 | 30.1 | -8.7 | -10.7 | -1.9 | 27.8 | i | -91.8
PPC-1+TRAIL kill | -19.6 | 4.5 | 11.9 | 6.8 | 29.9 | 5.3 | -3.3 | 15.6 | -10.0 | 5.4
Furin inh | 10.3 | 12.3 | -11.0[20 µM] | -26.4[20 µM] | -10.2 | -15.6 | 9.3 | -14.6[20 µM] | -11.2[20 µM] | -7.7
TbHK1 inh | -26.2 | 8.2 | 2.6 | -1.1 | -9.7 | -3.1 | -45.4 | 1.5 | -9.2 | -2.7

# Some entries already given, limited to TbHK1 inh.
No.	SMILES	TbHK1 inh
9	Cc1ccc2nc(Nc3nc(C)cc(C(F)(F)F)n3)nc(C)c2c1	-16.2
10	O=C1c2ccccc2NC(c2ccccn2)N1c1ccc(Cl)cc1 (stereo not drawn)	-2.7
11	Cc1ccc(F)c([C@H]2[C@H]3C=CC[C@@H](C)[C@@H]3C(=O)N2Cc2ccccc2)c1	-0.9
12	COc1ccc2[nH]c(=O)c(CN(CCc3cccc(C)c3)C(C)=O)cc2c1	-23.8
13	Nc1nnc(CC(=O)N/N=C/c2ccc(-c3cccc(C(=O)O)c3)o2)s1	-69.9

# More compounds follow.
31	COC(=O)c1c(NC(=O)CSc2nnnn2-c2ccccc2)sc2c1CCC(C)C2 (stereo not drawn)
32	COc1ccc(OC)c2[nH]c(=O)c(CCNC(=O)COc3ccccc3)cc12
33	CCCSc1nc2c(cnn2-c2ccc(C)c(C)c2)c(=O)[nH]1
34	CCCOc1ccc(-c2cn3ccccc3n2)cc1[N+](=O)[O-]
35	COc1cccc(Nc2nc(N)nc(-c3oc4ccccc4c3C)n2)c1
36	O=c1c2c3c(sc2ncn1/N=C/c1ccco1)CCCC3
37	COC(=O)c1cc(OC)c(OC)cc1NC(=O)C1CCCO1 (stereo not drawn)
38	COc1ccc(OC)c(/C=C/C(=O)c2ccc(Cl)cc2)c1
39	COc1ccccc1C(=O)Nc1cccc(SC)c1
40	O=C(Nc1ccc(NC(=O)c2ccccc2O)cc1)Nc1ccc(F)cc1F
Compound | 31 | 32 | 33 | 34 | 35 | 36 | 37 | 38 | 39 | 40
KCC2 mod | -0.374 | 0.02 | -0.0308 | -2.29 | -0.835 | -0.177 | -1.14 | · | -0.171 | -0.0652
Thrombin inh | 1.8 | -5.3 | -1.9 | -12.4 | -3.8 | 31.2 | -1.7 | -6.2 | -1.8 | -4.6
EBV gp42 inh | -17.7 | -0.7 | -10.6 | 3.9 | 12.5 | -2.7 | · | -43.9 | -3.8 | -27.7
TRPML3 ag | 0.3 | -0.2 | 0.3 | 0.8 | -0.4 | 0.3 | 0.9 | -1.0 | 0.6 | 0.6
zfTRPN1 agonist | 3.1 | 0.9 | 1.4 | 0.7 | -0.1 | 1.6 | 0.0 | -1.6 | 0.3 | 1.8
m-calpain inh | 13.0 | -15.3 | -37.0 | 16.8 | -23.8 | 14.7 | · | -5.1 | 6.9 | -144.1
PPC-1+TRAIL kill | -13.2 | 0.7 | 7.2 | 47.0 | 14.3 | 10.7 | 16.7 | -1.3 | 23.1 | 9.1
Furin inh | -19.4 | -22.4 | -29.4 | -9.3 | -17.2[20 µM] | -11.8 | -15.0 | -14.8[20 µM] | -5.8[20 µM] | -27.2
TbHK1 inh | 2.6 | 1.8 | -0.9 | -2.9 | -11.2 | -13.4 | 6.3 | -9.1 | -0.6 | -12.2

41	CCCC(C)NC(=O)c1ccc(-c2ccccc2)cc1 (stereo not drawn)
42	CCNS(=O)(=O)c1ccc(NC(=O)c2ccc(Cn3cc(Br)cn3)o2)cc1
43	Cc1ccc(NC(=O)CNc2ccc(Cl)cc2F)cc1
44	CC(C)Oc1cccc(C(=O)C2CCCN(C(=O)c3ccsc3)C2)c1 (stereo not drawn)
Compound | 41 | 42 | 43 | 44
KCC2 mod | 0.598 | 0.00658 | -1.07 | -0.585
Thrombin inh | -3.9 | -3.6 | 4.2 | 3.7
EBV gp42 inh | -9.1 | -16.4 | -2.8 | -15.8
TRPML3 ag | 0.3 | 1.0 | 0.6 | 0.7
zfTRPN1 agonist | -0.9 | 3.1 | 0.3 | 0.0
m-calpain inh | 14.4 | -0.6 | 5.2 | 5.8
PPC-1+TRAIL kill | 15.7 | 6.1 | 1.7 | 7.9
Furin inh | -17.3 | -21.4 | -18.8 | -28.8
TbHK1 inh | -12.4 | 3.7 | 0.9 | -2.5
